aSyn yeast rescue: alpha-synuclein toxicity suppression in yeast | actives 0.02% (n = 94,000) | Potency, µM (top dose mostly 46.1 µM), inactives show top-dose growth rescue (activation), usual class: activators | S. cerevisiae alpha-synuclein toxicity rescue, BacTiter-Glo growth, 24 h; active = well fitted activation curve with a large enough effect; inconclusive = small, poorly fitted or top-dose-only effect; also: 0% is about no effect
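Growth restoration measured by BacTiter-Glo luminescence after 24 hr at 30 deg C; alpha-synuclein yeast, raffinose-pregrown to mid-log, were added at OD600=0.02 in galactose medium onto pinned compounds.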
* = called active by the depositor; ? = inconclusive; & = joins results of further samples; [ ] = dose if it differs, or a comment. Potency is read from the fitted curve at half-maximal effect. This is a subset; count on the stated rates, not on these rows.

SMILES | aSyn yeast rescue
O=C(c1ccccc1Cl)N(Cc1ccccc1F)N1C(=O)CCCC1=O | -3%
COc1ccccc1C(=O)NCC(=O)N(C)Cc1nc2ccccc2c(=O)[nH]1 | -6%
Cc1ccc(/C=C/C(=O)N2CCCN(C(=O)/C=C/c3ccc(C)cc3)CC2)cc1 | 12%
COc1cc(CNCc2c(C(=O)O)c(C)n(Cc3cccc(Cl)c3)c2C)cc(OC)c1OC | -5%
COc1ccccc1S(=O)(=O)N(C)C[C@H]1OCc2cnnn2CCCC(=O)N([C@H](C)CO)C[C@H]1C | 2%
CCOc1ccc(CNC(=O)CS(=O)(=O)Cc2nc(-c3ccc(OC)cc3)oc2C)cc1 | 0%
COc1cc(CCC(=O)OCC(=O)Nc2c(F)cccc2F)cc(OC)c1OC | -3%
CC1=C(C(=O)Nc2ccccc2)C(c2cc(CN3CCOCC3)cs2)C2=C(CCCC2=O)N1 (configuration not stated) | -6%
CCOc1ccc(NC(=S)NC23CC4CC(CC(C4)C2)C3)cc1 | 2%
CCOc1ccc(CNC(=O)CCC(=O)n2ncc3ccc(Cl)cc32)cc1 | 5%
O=C(CC1SC(N2CCCCC2)=NC1=O)Nc1cccc(C(=O)Nc2ncccc2O)c1 (configuration not stated) | 2%
Cc1cc(NC(=O)CSc2nc3c(c(=O)n2-c2ccccc2)SC(C)C3)no1 (configuration not stated) | -2%
C#CCN(C[C@@H]1[C@@H](OC(=O)NC2CCCC2)[C@@H](OC(=O)NC2CCCC2)CN(C(=O)OC(C)C)N1C(=O)OC(C)C)S(=O)(=O)c1ccc(C)cc1 | -7%
O=C(CC(c1cccs1)N1Cc2ccccc2C1=O)Nc1ccc(F)c(Cl)c1 (configuration not stated) | -9%
CC(C)Oc1ccc(CNC(=O)C2CCN(c3nc4ccccc4nc3C(F)(F)F)CC2)cc1 | 1%
COc1ccc(CC(=O)NCCc2csc3nc(-c4ccccc4F)nn23)cc1 | 6%
O=C(c1ccc(F)cc1)N1CCc2c([nH]c3ccccc23)C1c1ccc(Cl)cc1 (configuration not stated) | 6%
O=C(C1=COCCO1)N(Cc1nnc(-c2ccc(Cl)cc2)o1)C1CC1 | 10%
O=S(=O)(NC(=NCc1ccccc1)c1ccccc1)c1ccccc1 | 10%
OCC1OC(n2cnc3c(N4CCCC4)ncnc32)C(O)C1O (configuration not stated) | 0%
Cn1cc(-c2cc3n(n2)CCC(=O)N3CCCC(=O)NCc2ccc(F)cc2)c2ccccc21 | 0%
Cc1ccc(N2CC(NC(=O)CCc3ccccc3)CC2=O)cc1 (configuration not stated) | 0%
O=C(CSc1nnc(-c2ccccc2)n1CC1CCCO1)N1CCCC1 (configuration not stated) | 8%
Cc1ccc(-n2nc(CO)c(C(=O)NCc3ccccn3)n2)cc1 | 4%
O=C1C=CC(n2cc(F)c(=O)[nH]c2=O)O1 (configuration not stated) | 10%
O=C(COc1cccc(F)c1)NNC(=O)c1cccc(-n2cccc2)c1 | 3%
CCOC(=O)c1sc(=S)n(-c2ccccc2Cl)c1C | 12%
COc1ccccc1-c1cc2nc(C)c(CCC(=O)O)c(C)n2n1 | 5%
COc1ccc(Br)cc1C=NNS(=O)(=O)c1ccc(C)cc1 | -1%
CCOc1ccc(CC(=O)NCCc2csc(-c3ccc(Cl)cc3)n2)cc1 | 2%
Cc1noc(C)c1NC(=O)N(C)C[C@H]1OCCCC[C@@H](C)Oc2ccc(NC(=O)Nc3ccc(F)cc3)cc2C(=O)N([C@@H](C)CO)C[C@H]1C | -10%
CC(Oc1ccccc1)C(=O)Nc1cccc(-c2cn3cccnc3n2)c1 (configuration not stated) | -13%
C#CCOC(=O)C[N+](C)(C)CC=C | 2%
Cc1cc(C)cc(OCC(=O)N(Cc2ccco2)Cc2ccccc2Cl)c1 | ?
CCc1ccc(NC(=O)c2ccc(CN3CC(=O)N4CCCCC4C3=O)cc2)cc1 (configuration not stated) | 0%
CCOC(=O)c1ccccc1Nc1cc(C)nc2nc(C)nn12 | -4%
COc1ccc(C(=O)OCC(=O)NCC2CCCCC2)cc1F | -16%
CN1C(=O)c2ccccc2CC12c1ccccc1C(=O)N2C (configuration not stated) | 2%
COc1ccc(Cl)cc1NC(=O)c1nnn(Cc2cccc(C(F)(F)F)c2)c1N | -5%
COc1ccc(S(=O)(=O)N2CCC(C(=O)Nc3nnc(C)s3)CC2)cc1OC | -14%
CC1CCN(S(=O)(=O)c2ccc3c(c2)oc(=O)n3CC(=O)N2CCCCC2)CC1 | 7%
O=C(Nc1c(C(=O)N2CCN(c3ccc(F)cc3)CC2)oc2ccccc12)c1ccco1 | -5%
COc1cccc(NC(=O)CN(C)C(=O)C(C)Sc2ccccc2)c1 (configuration not stated) | -3%
CCN(CC)CCN(Cc1cc2cc3c(cc2[nH]c1=O)OCO3)C(=S)NCC1CCCO1 (configuration not stated) | 12%
Cc1cccc(CNC(=O)c2ccc3nc(Cc4ccccc4)oc3c2)c1 | 14%
Cc1ccn2c(Nc3ccc(C(C)C)cc3)c(-c3ccsc3)nc2c1 | -6%
CCC1CCC(C(=O)NC(CCSC)C(=O)NCCN(CC(C)C)CC(C)C)CC1 (configuration not stated) | -7%
COc1ccc(CCNC(=O)COC(=O)c2ccccc2NCCO)cc1OC | 4%
Cc1[nH]n(-c2ccccc2)c(=O)c1C(=O)c1ccc(Cl)cc1 | -60%[inhibitor]
Cc1cccc(C)c1OCC(=O)N(Cc1ccco1)C1CCS(=O)(=O)C1 (configuration not stated) | -6%

(list continues)
SMILES | aSyn yeast rescue
NNC(=O)c1sccc1OCc1ccc(F)cc1 | -1%
O=C(C1CCC1)N1CCCc2cc(S(=O)(=O)N3CCN(c4cccc(Cl)c4)CC3)ccc21 | 7%
COC(=O)/C=C/c1sc2nc(C)cc(C)c2c1N=CN(C)C | 4%
CC(C)(C)NC(=O)Cn1cc(S(=O)(=O)Cc2ccc(F)cc2)c2ccccc21 | -4%
Cc1ccc(C2=NN(CC(=O)NCCc3ccc(Cl)cc3)C(=O)CC2)cc1 | -9%
CCOc1ccccc1NC(=O)CSc1nc2ccccc2nc1N1CCOCC1 | -4%&11%
COc1ccc(OC)c(CNC(=O)CN(c2ccc(C)cc2)S(=O)(=O)N(C)C)c1 | -2%
CC(OC(=O)COc1ccc(C#N)cc1)C(=O)Nc1ccc(Cl)cn1 (configuration not stated) | -3%
Cc1ccccc1C(=O)NC1CC2CCCC(C1)N2Cc1ccccc1Cl (configuration not stated) | 8%
COc1cccc(CN(c2ccc3c(c2)CCC3)S(=O)(=O)c2ccc(-n3cnnn3)c(OC)c2)c1 | 0%

Structural class: those above with an NH in an aromatic ring (5)
SMILES | aSyn yeast rescue
COc1ccccc1C(=O)NCC(=O)N(C)Cc1nc2ccccc2c(=O)[nH]1 | -6%
O=C(c1ccc(F)cc1)N1CCc2c([nH]c3ccccc23)C1c1ccc(Cl)cc1 (configuration not stated) | 6%
O=C1C=CC(n2cc(F)c(=O)[nH]c2=O)O1 (configuration not stated) | 10%
CCN(CC)CCN(Cc1cc2cc3c(cc2[nH]c1=O)OCO3)C(=S)NCC1CCCO1 (configuration not stated) | 12%
Cc1[nH]n(-c2ccccc2)c(=O)c1C(=O)c1ccc(Cl)cc1 | -60%[inhibitor]

Next part:
SMILES | aSyn yeast rescue
Cc1cc(C)c2sc(N3CCN(C(=O)c4ccc(N(C)C)cc4)CC3)nc2c1 | 6%
O=C(Nc1ccc(C2=NCCN2)cc1)c1ccc(C(=O)Nc2ccc(C3=NCCN3)cc2)c([N+](=O)[O-])c1 | -15%
O=C(c1cnn(-c2ccc(F)cc2)c1-n1cccc1)N1CCN(c2ccc(Cl)cc2)CC1 | 5%
O=C(CSc1ccc(-c2ccncc2)nn1)N1CCCCC1 | 6%
O=C(COC(=O)c1cc([N+](=O)[O-])ccc1N1CCOCC1)NC1CCS(=O)(=O)C1 (configuration not stated) | -6%
CCOCCCNC(=O)c1cc(Sc2nnc(C)s2)nc2ccccc12 | -1%
Cc1cccc(Nc2cc(=O)n(C)c(=O)n2C)c1 | -2%
COc1ccc(Cc2nnc(SCC(=O)Nc3ccc(C)cc3C)[nH]c2=O)cc1 | 2%
COc1ccc(C2C(=O)N(C3CCCCC3)CC(=O)N2CCc2ccc(C)cc2)cc1OC (configuration not stated) | -9%
CC1(C)CC(=O)C(N=Nc2ccc(S(=O)(=O)N3CCOCC3)cc2)=C(O)C1 | -10%
COc1ccccc1-c1ccc2c(c1)O[C@@H](CN(C)C(=O)Nc1cccc(F)c1)[C@H](C)CN([C@H](C)CO)S2(=O)=O | -4%
CC1=C(C#N)C(/C=N/OCc2ccc(F)cc2Cl)CC(=O)N1 (configuration not stated) | 9%
CC1(C)Cc2nc3nc(SCC(=O)Nc4ccccc4)nc(N)c3cc2CO1 | 9%
Cc1ccc(N2CCN(S(=O)(=O)c3ccc4c(c3)NC(=O)C(C)C(=O)N4)CC2C)cc1 (configuration not stated) | 1%
O=C(c1ccc(=O)[nH]n1)N1CCN(S(=O)(=O)c2cccc(F)c2)CC1 | -4%
O=S(=O)(c1ccccc1)c1nc(-c2cccc(Cl)c2)oc1NCc1ccccc1 | -12%
COc1ccc(Cl)cc1NC(=O)COc1cccc2c(=O)n(C)ccc12 | 3%
CC(=O)c1ccc(NC(=O)c2nc(-c3ccccc3)n(-c3ccc(C)cc3)n2)cc1 | 0%
Fc1ccc(NC(=S)NNc2ncc(C(F)(F)F)cc2Cl)c(F)c1 | 1%
COc1ccc(CCNC(=O)CCC(=O)n2ncc3cc(C)ccc32)cc1OC | -7%
CNC(=S)N(CCc1c(C)[nH]c2ccc(OC)cc12)Cc1cccnc1 | -6%
COc1ccccc1NC(=O)CCCc1nnc2n(C)c(=O)c3sccc3n12 | -3%
O=Cc1c(-c2ccc(Cl)cc2)oc2ccc(O)cc12 | -7%
CCOC(=O)c1c2n(c3ccc(OC(C)=O)cc13)CCC2 | -2%
Cc1ccc(C)c(CSC2=NN3CCCC(=O)N=C3S2)c1 | 18%
CCOc1ccc2c(c1)/C(=N/N1C(=O)c3ccccc3C1=O)C(=O)N2 | 3%
O=C(N/C=C/c1ccco1)NCc1ccccc1 | -4%
Cc1cccc(N2CCN(Cc3nnc(-c4ccccc4C)o3)CC2C)c1 (configuration not stated) | 2%
Cc1ccc(-n2ncc(C(=O)NCc3cccs3)c2C2CCN(C(=O)OC(C)(C)C)CC2)c(C)c1 | 4%
Cc1ccc2nc(NCCc3ccccc3)c3nncn3c2c1 | -5%

Looked up one by one from the list above (three):
SMILES | aSyn yeast rescue
Cc1cccc(N2CCN(Cc3nnc(-c4ccccc4C)o3)CC2C)c1 (configuration not stated) | 2%
Cc1ccc(C)c(CSC2=NN3CCCC(=O)N=C3S2)c1 | 18%
Cc1ccc(-n2ncc(C(=O)NCc3cccs3)c2C2CCN(C(=O)OC(C)(C)C)CC2)c(C)c1 | 4%

The results go on.
SMILES | aSyn yeast rescue
C=CCn1c(=S)[nH]c2scc(-c3ccc(C)o3)c2c1=O | 6%
COc1ccc(NC(=O)c2ccc(NC3CC(=O)N(c4ccc(C)cc4C)C3=O)cc2)cc1 (configuration not stated) | 8%
O=C(Nc1ccc2oc(-c3cccnc3)nc2c1)c1ccc(-c2ccccc2OC(F)(F)F)o1 | 0%
CN(C(=O)CSc1nc2ccc(NC(=O)COc3ccccc3Cl)cc2s1)c1ccccc1 | 4%
Cn1cc(S(=O)(=O)Cc2ccc(F)cc2)c2ccccc21 | 1%
COc1ccc(/C=C/c2nc(C#N)c(NCc3ccc(C)cc3)o2)cc1OC | -9%
Cc1cccc(CS(=O)(=O)c2ncc(Cl)c(C(=O)Nc3nnc(C(C)C)s3)n2)c1 | 2%
O=C(Cn1ncc2c1-c1ccccc1OC2)Nc1ccc(S(=O)(=O)N2CCCCC2)cc1 | -3%
CC(=O)Oc1cc(OC(C)=O)c2c(=O)c(-c3ccc4c(c3)OCCCO4)c(C)oc2c1 | 4%
O=C(CC1Nc2cccc3cccc(c23)NC1=O)Nc1ccc(F)cc1 (configuration not stated) | 26%
COc1ccc(NC(=O)CC23CC4CC(CC(Br)(C4)C2)C3)c(OC)c1 | 5%
Cc1ccc2c(=O)c(C(=O)c3cccc(Cl)c3)cn(CC(=O)Nc3ccccc3C(F)(F)F)c2n1 | 1%
Cc1cn(C)c(CC(=O)N2CCN(c3cccc(C(F)(F)F)c3)CC2)c1C(=O)O | -5%
Cc1ccc(-c2cc(C(F)(F)F)n3nc(C(=O)Nc4ccc(Cl)cc4Cl)cc3n2)cc1 | 9%
CC(C)CC1C(=O)N(Cc2cn(CC3CCCCC3)nn2)CCS(=O)(=O)N1Cc1ccc(-c2cccc(CO)c2)cc1 (configuration not stated) | 1%
Cc1oc(-c2ccc(Cl)cc2)nc1CN1CCCC(C(=O)NCCc2ccccc2)C1 (configuration not stated) | 0%
CCN(CC)S(=O)(=O)c1nnc(NC(=O)COc2cccc(C)c2)s1 | -11%
CC(=O)Nc1c(C)nn(-c2ccccc2)c1N1CCC(C(=O)Nc2ccc(C)cc2Cl)CC1 | 17%
CCCCN(CCCC)Cc1ccc(C(=O)NNC(=O)Nc2ccc(Cl)cc2)o1 | 7%
COc1ccc(-c2noc(CSc3nnc(-c4ccccc4)n3C)n2)cc1 | 1%

Ordered by length of the SMILES (ascending): 3 of the compounds above
SMILES | aSyn yeast rescue
Cc1oc(-c2ccc(Cl)cc2)nc1CN1CCCC(C(=O)NCCc2ccccc2)C1 (configuration not stated) | 0%
Cc1ccc2c(=O)c(C(=O)c3cccc(Cl)c3)cn(CC(=O)Nc3ccccc3C(F)(F)F)c2n1 | 1%
CC(C)CC1C(=O)N(Cc2cn(CC3CCCCC3)nn2)CCS(=O)(=O)N1Cc1ccc(-c2cccc(CO)c2)cc1 (configuration not stated) | 1%
